Yp Topo-I inh = inhibitors of Yersinia pestis topoisomerase I | Y. pestis Topo-I cleavage product accumulation, plate reader | activity, % at 10 µM | hit rate 0.064% among 360,000 | AID 504884; in the data active = activity above about 50%, passing the limit was not always enough; note: inactives centre near 2
BH1578 lux ind = quorum light induction in luxS cqsA deficient V. cholerae; V. cholerae BH1578 lux reporter, luminescence, 6 h; activation, % at 18.7 µM; hit rate 0.16% among 350,000; in the data active = activation mostly above about 9.7%, no sharp cut-off; note: not every result past the cut was called active; inactives centre near 0; reference of the scale not given here
PrPC surface inh = reduces human prion protein on the cell surface; P04156; cell surface PrPC, TR-FRET read-out; inhibition, % at 13.8 µM; hit rate 0.43% among 370,000; in the data active = inhibition above about 24%; note: 0% = median of the test wells and 100% = reference compound wells
PriA SSB inh = blocks PriA binding to SSB C-terminal tail | AlphaScreen SSBct-PriA binding, biotinylated peptide | inhibition, % at 33 µM | hit rate 0.6% among 430,000 | AID 1272365; in the data active = inhibition mostly above about 37%, no sharp cut-off; inactive = mostly below about 20%;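 note: plate controls were negative control peptide for no effect and reference peptide for full effect; strong numbers were not always called active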
MazEF act = activators of E. coli MazEF toxin-antitoxin RNase; FAM/BHQ RNA-DNA oligo cleavage fluorescence, 5 h; activation, % at 20 µM; hit rate 0.32% among 350,000; AID 504720; in the data active = activation above about 50%
VHR inh abs = blocks human VHR1 dual specificity phosphatase; P51452; recombinant VHR phosphatase, pNPP absorbance; inhibition, % at 13.3 µM; hit rate 0.52% among 290,000; in the data active = inhibition above about 50%; note: some compounds called inactive have numbers as strong as hits
3CLpro inhibitor = SARS-CoV 3CLpro protease inhibition | P0C6X7 | inhibition, % at 6 µM | AID 1706 | hit rate 0.14% among 290,000 | recombinant SARS-CoV 3CLpro, quenched FRET peptide cleavage; in the data active = inhibition above about 12%
Rv3671c protease = Rv3671c (M. tuberculosis) protease inhibition; P9WHR9; inhibition, % at 5.96 µM; hit rate 0.048% among 320,000; in the data active = inhibition above about 38%;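 note: extracellular domain of Rv3671c used as enzyme; 0% = enzyme with DMSO and 100% = no enzyme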
TcdB inh = TcdB glycohydrolase inhibition; inhibition, % at 9.99 µM; hit rate 0.24% among 350,000; TcdB glycohydrolase enzymatic assay, plate reader; in the data active = inhibition above about 10%
CCHFV vOTU inh = CCHFV vOTU protease inhibition; Pep-AMC fluorescence; hit rate 0.55% among 370,000; inhibition, % at 11.5 µM; in the data active = inhibition above about 30%; note: 0% = vehicle wells with enzyme and 100% = no enzyme wells
* = called active by the depositor; i = inactive; . = not tested or not shown. Only part of the results is shown; count on the stated rates, not on these rows.

SMILES	Yp Topo-I inh	BH1578 lux ind	PrPC surface inh	PriA SSB inh	MazEF act	VHR inh abs	3CLpro inhibitor	Rv3671c protease	TcdB inh	CCHFV vOTU inh
Cc1ccc2c(c1)C1CN(C)CCC1N2S(=O)(=O)c1ccc(C#N)cc1 (stereo not given)	-3	-0.3	-6	12	5	.	.	0	-4.9	15
CC(C)CCOP(=O)(c1ccc(N(C)C)cc1)C(O)c1ccccc1 (stereo not given)	32	i	3	9	-2	36	0	0	0.8	-2
COc1cccc(-c2ccc(NC(=O)C3CCCN(Cc4cnc(C)n4C)C3)cc2)c1 (stereo not given)	-6	i	-6	13	5	19	-3	-5	-0.9	4
COc1ccc(CNC(=O)C(NS(=O)(=O)c2ccc3c(c2)CCCN3C(C)=O)C(C)C)cc1 (stereo not given)	-6	i	4	-15	5	21	-2	-6	.	-4
CN(C)S(=O)(=O)N1CCN(CC(O)COc2ccc(C(=O)c3ccccc3)cc2)CC1 (stereo not given)	19	-0.5	5	-3	0	23	-7	2	.	1
COc1ccc(-n2nnnc2SCC(=O)c2cc3ccccc3o2)cc1	-7	-5.0	1	-25	-25	15	0	-16	.	16
CC1(C)CN2C(=O)c3ccccc3C2(C)S1 (stereo not given)	2	-0.3	0	-12	-5	17	-1	-3	2.2	-9
Cc1ccc(N(C)S(=O)(=O)c2csc(C(N)=O)c2)cc1C	-2	i	-7	0	-5	18	-3	-1	0.2	-15
Cc1ccc(-n2nc(C)c3c2OC(N)=C(C#N)C3c2ccco2)cc1 (stereo not given)	2	i	3	-19	3	13	-1	-9	.	-5
COCCN(C(=O)CSc1nncn1-c1ccccc1)c1c(N)n(Cc2ccccc2)c(=O)[nH]c1=O	11	i	-7	-7	4	8	-4	9	3.6	3
O=C(Cc1ccc(-n2c(=O)c3ccccc3n(Cc3ccc(F)cc3)c2=O)cc1)NCC1CCCO1 (stereo not given)	1	-0.4	-9	-17	0	-1	1	1	1.0	-5
Cc1cc(S(=O)(=O)NCc2ccccc2)ccc1OCC(=O)NCc1ccccn1	17	-0.3	-7	-9	-3	-1	-8	0	0.3	3
O=C(/C=C/c1ccccc1)Nc1cc(S(=O)(=O)N2CCOCC2)ccc1N1CCOCC1	-10	-0.3	2	4	8	.	.	.	1.8	0
O=C(CCNS(=O)(=O)c1ccccc1)NNC(=O)COc1ccc(Cl)cc1	4	-0.3	-4	5	0	.	.	11	0.9	-1
CCCN(CCC)C(=O)NC1CC(=O)N(c2ccc(OC)cc2)C1 (stereo not given)	1	-0.4	-1	7	4	-9	0	-7	.	-14
O=C(NC1CCCC1)C(c1ccc(F)cc1)N(Cc1ccc(Cl)cc1)C(=O)CCl (stereo not given)	9	-0.2	3	-20	-2	-4	0	-2	0.7	-14
O=C(NCc1nnc2c(C(F)(F)F)cc(Cl)cn12)c1cccnc1	-1	0.9	4	-12	3	10	1	-17	12*	-1
Cc1ccc(NC(=O)C(=O)NCc2ccc(/C=N/NC(=O)c3c(C)nc4ccccn34)o2)cc1	26	i	-9	.	-2	65	2	-3	-0.3	-10
COc1ccccc1C(=O)Nc1ccc(S(=O)(=O)N2CCOCC2)cc1	1	i	-3	-15	-1	-16	0	-3	.	4
COc1cc(Cl)ccc1OCc1cc(C(=O)N(C)Cc2cccc3cnccc23)no1	38	-0.6	9	7	-2	7	4	-12	0.2	1

Next part; the last 2 above are carried over.
SMILES	Yp Topo-I inh	BH1578 lux ind	PrPC surface inh	PriA SSB inh	MazEF act	VHR inh abs	3CLpro inhibitor	Rv3671c protease	TcdB inh	CCHFV vOTU inh
COc1ccccc1C(=O)Nc1ccc(S(=O)(=O)N2CCOCC2)cc1	1	i	-3	-15	-1	-16	0	-3	.	4
COc1cc(Cl)ccc1OCc1cc(C(=O)N(C)Cc2cccc3cnccc23)no1	38	-0.6	9	7	-2	7	4	-12	0.2	1
CC(C)[C@H](NC(=O)N1CCn2c1nc1ccccc12)C(=O)NC1CCCCC1	18	-0.7	12	-1	6	25	-2	0	-0.3	3
CCCCNC(=O)Cc1ccc(C)cc1	5	-0.4	3	-2	-5	1	1	-4	-0.8	-10
Cc1sc(NC(=O)c2cc(-c3ccc(Cl)cc3)nc3ccccc23)c(C(N)=O)c1C	6	i	0	-5	0	27	-6	-6	.	-2
Cc1nc2nc(SCC(=O)N3CCC4(CC3)OCCO4)nn2c(C)c1Cc1ccccc1	23	-0.4	-7	-1	-3	-15	-3	4	.	24
CCC(=O)/C=C1\Sc2ccc(OC)cc2N1CCO	-3	i	-7	2	8	27	-6	0	.	11
CC1CCN(S(=O)(=O)c2ccc(NC(=O)C3CCCCC3C(=O)O)cc2)CC1 (stereo not given)	-14	-3.2	.	-5	2	.	.	.	.	.
CC(Cc1cccs1)NC(=S)Nc1ccc(Cl)cc1 (stereo not given)	1	-0.3	8	-15	2	-13	-3	-8	0.4	7
COc1ccc(-c2cc(C(F)(F)F)nc(-n3ccnc3C)n2)cc1	4	-0.6	-3	3	-10	3	0	-8	.	5
Cc1ccc(C2NC(=O)c3sc(=S)n(-c4ccccc4)c3N2)cc1 (stereo not given)	-14	i	-4	2	-16	14	-4	-1	-0.2	-6
COC(=O)C1CC2(C(=O)OC)CC(C(=O)OC)(CC(C(=O)OC)C2=O)C1=O (stereo not given)	-7	i	-4	-4	11	.	.	.	0.5	5
COC(CNC(=O)C1CCC(CNS(=O)(=O)c2c(C)cc(C)cc2C)CC1)OC (stereo not given)	9	i	7	-11	11	27	-1	-7	-0.5	4
C#CCOCCOCCOCCNc1nc(N2CCN(C(=O)[C@H](CCC(=O)O)n3cc([C@@H](N)[C@H](C)CC)nn3)CC2)nc(N2CCN(C(=O)[C@H](CCC(=O)O)n3cc([C@@H](N)CCSC)nn3)CC2)n1	19	-1.0	-1	-16	2	.	.	0	0.5	-2
CS(=O)(=O)N(Cc1ccc(Cl)cc1)c1ccc(C(=O)NCCC2=CCCCC2)cc1	-7	i	-6	-7	-4	-31	1	1	.	-11
NC(=O)CC(NC(=O)c1ccc(Br)cc1)c1ccc(NC2CCCCCC2)c([N+](=O)[O-])c1 (stereo not given)	23	i	4	9	-1	21	4	1	1.3	5
O=C(O)c1ccc2c(c1)N(Cc1ccccc1)C(=O)c1ccccc1S2=O (stereo not given)	-1	-0.3	6	0	5	19	-3	-4	1.3	-2
O=C(N/N=C/c1ccc([N+](=O)[O-])cc1)c1cc2ccccc2o1	5	-0.2	-9	i	-3	2	3	10	0.6	4
C=CCNc1nc(=S)[nH]c2cc(OC)c(OC)cc12	-5	i	-7	-1	-1	6	0	-9	3.7	-4
CC(OC(=O)c1ccc2ncsc2c1)C(=O)N(C)C1CCCCC1 (stereo not given)	3	0.5	4	-6	-2	.	.	-4	0.4	-11
CC(C)(C)c1ccc(C(=O)Nc2nonc2-c2nc3ccccc3[nH]2)cc1	6	-1.0	3	-9	-1	-17	0	0	.	-2
O=C(CNC(=O)c1ccc2c(c1)OCO2)N/N=C/c1cc(Br)ccc1O	7	-0.7	-2	.	5	15	1	1	1.4	-1
CCCn1nnc(NC(=O)c2cc(Br)ccc2OC)n1	3	0.0	-5	-15	17	5	-2	-8	.	-18
O=C(OC1CCS(=O)(=O)c2sccc21)c1ccccc1 (stereo not given)	-6	-0.5	4	-25	1	19	2	-2	.	11
COc1ccc(S(=O)(=O)NCC2CC3C=CC2C3)cc1OC (stereo not given)	-2	i	7	-8	3	10	1	-1	0.2	-5
S=c1[nH]ncc2ccccc12	-7	-6.7	1	4	3	0	-4	-6	-0.1	8
COc1cc(/C=N/NC(=O)c2cnn3c(C)cc(-c4ccccc4)nc23)ccc1O	6	i	0	.	19	27	-1	-4	.	19
CCN(CC1COc2ccccc2O1)C(=S)Nc1ccc(F)cc1 (stereo not given)	-2	-0.3	7	-11	-8	-7	0	12	-0.2	-1
Cc1noc(/C=C/N(C)C)c1S(=O)(=O)N1CCCC(C(=O)NCc2ccc(Cl)cc2)C1 (stereo not given)	27	-0.3	-8	-2	-3	17	-3	-26	.	6
COc1ccc(CCNC(=O)c2cc(C)oc2C)cc1	-1	-0.3	-5	-6	2	2	5	-5	7.2	0
C=CCn1c(C)nnc1SCC(=O)NC1CC1	-4	0.0	-4	-18	3	-2	3	-8	1.4	12
Cc1ccc(NC(=O)COC(=O)c2ccc(Cl)nc2)cc1S(=O)(=O)N1CCCCC1	6	i	10	12	-2	.	.	-6	0.4	0
Cc1ccc(N2C(=O)CC(Sc3ncccn3)C2=O)cc1C (stereo not given)	-1	-0.4	-3	-15	-4	4	5	.	0.1	-12
O=C(c1cc(Cl)nc2ccccc12)N1CCc2ccccc2C1	8	-0.3	4	-8	3	14	1	8	2.7	12
Cc1cc(C)c(NC(=O)c2ccc(S(=O)(=O)N3CCOCC3)cc2)c(C)c1	-1	-0.3	-11	6	1	8	-8	-8	1.2	-4
COc1cc(O)c2c(c1)COC2=O	5	i	7	10	8	-15	5	2	2.2	-11
Cc1cc(C(C#N)c2cccc(Cl)c2)n2ncnc2n1 (stereo not given)	-5	-0.5	-6	-19	6	27	1	5	.	-1
COc1cccc(C(NC(C)=O)c2nc(-c3cc4ccccc4o3)cs2)c1 (stereo not given)	34	i	-4	.	.	.	.	.	0.5	4
COc1ccc(CN2CCn3ncc(C(=O)Nc4cc(C)cc(C)c4)c3C2=O)cc1	4	i	3	-21	-22	-2	1	-1	.	-1
CCN1C(=O)CC(N2CCC(C(=O)N3CCCCCC3)CC2)C1=O (stereo not given)	9	i	-4	0	7	1	1	3	0.4	-1
O=C(O)CSc1nnc(-c2cccc(S(=O)(=O)N3CCCCC3)c2)o1	5	i	-3	-2	3	26	5	2	0.3	-6
CN(CC(=O)NCc1ccc2c(c1)OCO2)S(=O)(=O)c1ccc(Cl)cc1	2	-4.2	-4	-5	8	.	.	-3	1.1	3
CCOc1ccccc1NC(=O)COC(=O)CC(NC(N)=O)c1ccc(Cl)cc1 (stereo not given)	15	-0.3	4	-5	-2	12	4	3	1.7	8
O=C(NCCc1ccccc1)c1cc2ncc(Br)cn2n1	-8	-0.4	-7	-4	-2	-2	5	4	.	6
O=S(=O)(O)c1ccc(O)c2cc(Nc3ccccc3)ccc12	-45	i	-1	7	-20	.	.	.	-0.8	18
CCC/C(C#Cc1ccsc1)=C1/c2ccccc2C(=O)N1c1ccccc1	-4	-6.7	2	-7	-11	.	.	-1	0.7	7
C=CCSC1=N/C(=C\c2ccc3c(c2)OCO3)C(=O)S1	6	i	-2	-7	2	23	5	-2	.	10
COc1ccc(C(C)=O)cc1Cn1c(C)c(C(=O)NCc2cccc(C(F)(F)F)c2)sc1=O	0	i	0	.	.	.	.	.	-0.8	5
Cc1cccc(OCC(=O)NCc2cc(C)nc3ccccc23)c1	6	i	8	-7	11	8	6	-6	1.2	12
O=C(NCc1ccccc1)c1nc2ccccc2s1	10	i	5	-24	-1	9	3	-15	0.9	1
COc1ccc(NC(=S)NN(C)C(=S)Nc2ccc(OC)cc2)cc1	-6	-0.3	7	30	4	9	1	-2	.	3

Whole records as entered above:
COc1cc(/C=N/NC(=O)c2cnn3c(C)cc(-c4ccccc4)nc23)ccc1O in the list: Yp Topo-I inh = 6; BH1578 lux ind = i; PrPC surface inh = 0; PriA SSB inh = .; MazEF act = 19; VHR inh abs = 27; 3CLpro inhibitor = -1; Rv3671c protease = -4; TcdB inh = .; CCHFV vOTU inh = 19
CCN1C(=O)CC(N2CCC(C(=O)N3CCCCCC3)CC2)C1=O (stereo not given) in the list: Yp Topo-I inh = 9; BH1578 lux ind = i; PrPC surface inh = -4; PriA SSB inh = 0; MazEF act = 7; VHR inh abs = 1; 3CLpro inhibitor = 1; Rv3671c protease = 3; TcdB inh = 0.4; CCHFV vOTU inh = -1
S=c1[nH]ncc2ccccc12 in the list: Yp Topo-I inh = -7; BH1578 lux ind = -6.7; PrPC surface inh = 1; PriA SSB inh = 4; MazEF act = 3; VHR inh abs = 0; 3CLpro inhibitor = -4; Rv3671c protease = -6; TcdB inh = -0.1; CCHFV vOTU inh = 8
